# human PMI inhibitors: human PMI inhibitors, high substrate, primary screen, biochemical, fluorescence intensity, high mannose 6-phosphate (AID 1220). Mannose-6-phosphate isomerase (Homo sapiens). recombinant PMI enzyme, coupled fluorescence intensity; higher % means a stronger effect. inhibition, % at 20 µM, or IC50 in µM where a hit was titrated. actives 0.66% (n = 190,000)
# LYP inhibition: inhibitors of LYP phosphatase, biochemical, fluorescence intensity, uHTS (AID 1779); recombinant LYP phosphatase, fluorescence intensity; higher % means a stronger effect; inhibition, % at 11.5 µM; hits with a dose series show IC50 in µM; actives 0.054% (n = 290,000);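 also: plate controls were vehicle with enzyme for no effect and no enzyme for full effect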
# P. falciparum M17LAP: P. falciparum M17LAP inhibitors, primary screen, biochemical, fluorogenic H-Leu-NHMec substrate, 1536-well (AID 1619); recombinant M17LAP, H-Leu-NHMec fluorogenic kinetic assay; higher % means a stronger effect; inhibition, % at 30 µM; hits with a dose series show IC50 in µM; actives 0.38% (n = 220,000);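 active = compound inhibiting the enzyme by more than half at any dose during confirmatory dose-response retesting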;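 also: plate controls were full reaction with DMSO carrier for no effect and no enzyme background for full effect; strong numbers were not always called active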
# PMI inhibitors: inhibitors of human PMI, primary screen, biochemical, fluorescence intensity, coupled assay (AID 1209); Mannose-6-phosphate isomerase (Homo sapiens); purified PMI enzyme, coupled fluorescence intensity; higher % means a stronger effect; inhibition, % at 20 µM, or IC50 in µM where a hit was titrated; actives 0.42% (n = 190,000);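 also: plate controls were DMSO vehicle for no effect and wells lacking substrate for full effect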
# SIAH1 antagonists: Siah-1 peptide-binding antagonists, primary screen, biochemical, fluorescence polarization, rhodamine-plectin, uHTS (AID 1817) | E3 ubiquitin-protein ligase SIAH1 (Homo sapiens) | Siah-1 / rhodamine-plectin peptide fluorescence polarization; higher % means a stronger effect | displacement, % at 20 µM, or IC50 in µM where a hit was titrated | actives 0.02% (n = 290,000);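 active = displacement of at least 50% at 20 µM, with a fluorescence ratio check between 0.3 and a set limit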;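 also: plate controls were Siah plus tracer with DMSO for no effect and tracer alone without Siah for full effect; strong numbers were not always called active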
# Dynein transport: inhibitors of GR-EGFP nuclear translocation, primary screen, dynein cargo transport inhibitor project, imaging, high-content, 3617.4 mouse cells; test concentration mostly 20 µM; stimulated with dexamethasone, 1 µM; active compounds read low; z-score, hits read low; actives 0.47% (n = 220,000);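 active = plate z-score of nuclear minus cytoplasmic receptor signal below a set negative limit, without overly bright fluorescence or cell loss, cut at about -3.5 in these data, passing the limit was not always enough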;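 also: z-score of nuclear minus cytoplasmic ring GR-EGFP intensity difference per well; some compounds called inactive have numbers as strong as hits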
#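 medium = tetracycline-free induction medium containing charcoal-stripped FBS | also added = 1.0 µM final dexamethasone stimulus | schedule = 48 h induction, 1 h compound, 30 min dex at 37 °C | technique = fixed, Hoechst-stained cells imaged at 10x for EGFP | measure = GR-EGFP nuclear translocation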
# XIAP displacement: XIAP antagonists, biochemical, IAP family, fluorescence polarization (AID 1018); XIAP BIR domain, fluorescence polarization peptide displacement; higher % means a stronger effect; one-dose displacement, % at 20 µM; IC50 in µM for titrated hits; actives 0.007% (n = 200,000); in the data active = displacement above about 50%; also: a part of the inactive calls stands beside numbers as strong as those of hits
# M1AAP inhibition: P. falciparum M1AAP inhibitors, biochemical, fluorogenic H-Leu-NHMec substrate, 1536-well (AID 1445). Aminopeptidase N (Plasmodium falciparum (isolate 3D7)). recombinant M1AAP, H-Leu-NHMec fluorogenic kinetic assay; higher % means a stronger effect. actives 0.42% (n = 220,000). inhibition, % at 30 µM, or IC50 in µM where a hit was titrated;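 active = primary inhibition above the hit cutoff, then over 50% inhibition at one or more dose response concentrations, cut at about 23% in these data, passing the limit was not always enough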;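 also: plate controls were DMSO full reaction for no effect and no enzyme background for full effect; strong numbers were not always called active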
# AID2073: inhibitors of Mint1-CaV2.2 protein interaction, biochemical, HTRF (AID 2073); actives 0.19% (n = 290,000); one-dose inhibition, % at 20 µM; IC50 in µM for titrated hits; HTRF protein-protein interaction, Mint1-CaV2.2; higher % means a stronger effect; in the data active = inhibition mostly above about 51%, no sharp cut-off; also: some results filed as inactive read as strong as hits
# Dynein transport cytoplasmic EGFP: recorded beside Dynein transport, whose call it bears; z-score; measured here: cytoplasmic GR-EGFP intensity; active compounds read high
# Dynein transport nuclear GR-EGFP: recorded beside Dynein transport, whose call it bears; z-score; measured here: nuclear GR-EGFP intensity;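 lower value marks the stronger effect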
# Dynein transport cell count: further read-out of Dynein transport, marked with its call; z-score; measured here: cell count per field
# Starred values were filed as active, the others as inactive; · = not tested or not shown. Rule as the data show it, unless noted: active = inhibition above about 50%; inactive = the rest.
SMILES,human PMI inhibitors,LYP inhibition,P. falciparum M17LAP,PMI inhibitors,SIAH1 antagonists,Dynein transport,Dynein transport cytoplasmic EGFP,Dynein transport nuclear GR-EGFP,Dynein transport cell count,XIAP displacement,M1AAP inhibition,AID2073
Cn1c(=O)c2c(nc(N3CCN(C(=O)c4ccco4)CC3)n2CCSc2ncccn2)n(C)c1=O,-4%,-2%,-6%,-8%,0%,-0.35,-0.3,-0.035,-0.0049,-5.3%,4%,2%
CN(C)CCCNC(=O)/C=C/c1ccc2c(c1)OCO2,14%,2%,-8%,7%,-1%,0.052,-0.2,0.13,0.089,-18%,8%,4%
O=C(CN1C(=O)NC2(CCCCC2)C1=O)Nc1ccc(S(=O)(=O)N2CCOCC2)cc1,9%,-3%,-11%,10%,0%,-0.0054,-0.28,0.68,0.0061,-0.6%,7%,-4%
COc1ccccc1N(CC(=O)N/N=C/c1ccc(SC)cc1)S(C)(=O)=O,3%,-7%,21%,1%,12%,-0.38,-0.32,-0.54,0.71,44%,5%,-5%
Cc1ccccc1NC(=O)c1cc2ccccn2n1,·,2%,12%,·,1%,0.015,-0.21,0.92,-0.73,·,11%,10%
CCCCNC(=O)C1CC(c2ccccc2[N+](=O)[O-])=NO1 (stereo unspecified),2%,-5%,7%,4%,3%,-0.48,-0.22,-0.32,0.64,3.0%,2%,0%
N#CC(=C=[N-])C1=C(C#N)C(c2ccccc2F)C([n+]2ccccc2)C(O)(C2CC2)N1 (stereo unspecified),21%,2%,-61%,22%,-2%,0.76,-0.21,1.3,0.21,-4.9%,5%,38%
COc1cnc(N(C)C)nc1Sc1cccc(Cl)c1,5%,-7%,-4%,11%,-5%,-0.048,-0.42,0.018,0.45,-5.8%,-4%,-3%
O=C1NC(c2ccccc2)=C(c2ccc3ccccc3n2)C(c2ccncc2)N1 (stereo unspecified),-3%,3%,55%,-3%,2%,-0.33,-0.19,-0.26,0.87,-6.3%,0%,46%
CC(=O)C1C(c2ccc(F)cc2)C2C(C)=NN=C2CC1(C)O (stereo unspecified),6%,-8%,3%,16%,-8%,-0.41,-0.24,-0.18,0.67,-5.9%,5%,8%
N#Cc1cccnc1N1CCN(C(=O)c2ccco2)CC1,·,-5%,-12%,·,17%,0.22,-0.26,0.58,0.49,·,3%,2%
CN(CC1CCOCC1)C(=O)CC1C(=O)NCCN1Cc1ccc(Cl)c(F)c1 (stereo unspecified),·,-11%,16%,·,-6%,0.087,-0.29,0.16,0.24,·,1%,-4%
CCN(CC)S(=O)(=O)c1ccc(C(=O)Nc2nnc(COC)o2)cc1,-15%,-5%,3%,-16%,3%,0.45,-0.29,0.4,0.092,-0.3%,0%,7%
O=C(CC1CCCCC1)NCCOc1ccccc1,-5%,0%,7%,-10%,1%,0.48,-0.3,0.13,-0.13,-5.1%,3%,2%
O=C(O)c1ccc(CSc2nnc(COc3ccccc3)o2)cc1,-2%,-6%,7%,-5%,-3%,-0.56,0.03,-0.13,0.52,-4.5%,-2%,-10%
COc1cc(OC)c2ccc(=O)oc2c1C(CC(=O)N1CCOCC1)c1ccc2c(c1)OCO2 (stereo unspecified),·,-4%,11%,·,6%,-1.1,-0.86,-0.51,0.93,·,9%,7%
O=S(=O)(Cc1ccccc1Cl)NCCc1ccccc1,8%,-2%,-3%,-2%,-6%,-0.92,-0.34,-0.52,0.2,-6.5%,1%,-8%
COCCCN(Cc1ccccn1)S(=O)(=O)Cc1ccccc1,3%,-6%,1%,-5%,3%,-0.8,-0.22,0.22,0.56,-23%,6%,-5%
O=C(NCCc1ccccc1)C(=O)c1c(-c2ccccc2)[nH]c2ccccc12,15%,-2%,12%,15%,5%,-0.58,0.33,0.71,0.0087,-2.4%,5%,1%
c1ccc(-n2ncc3c(NCc4cccnc4)ncnc32)cc1,5%,-2%,2%,13%,-2%,-0.84,-0.23,-0.42,1.2,-2.5%,3%,6%
Nc1c(C(=O)O)sc2nc3c(cc12)CCCC3,·,-8%,19%,·,2%,-0.52,-0.26,-0.19,0.43,·,4%,-2%
Cc1ccc(C(C)C)c(OCC(=O)OCc2c(C)noc2C)c1,7%,-8%,4%,0%,3%,-0.14,-0.18,0.49,-0.81,-0.5%,8%,-4%
CN(C)/C=C(\C(=O)c1cccc(Cl)c1)c1nnnn1-c1ccccc1,·,-4%,23%,·,-3%,0.14,-0.29,0.52,0.8,·,6%,-5%
O=C(O)c1cccc(NS(=O)(=O)c2cccc3nsnc23)c1,2%,-3%,6%,9%,-1%,-0.41,-0.099,-0.11,0.53,-2.9%,-2%,10%
COc1cc2c(cc1N/C=C(\C#N)c1nc(-c3ccccc3)cs1)oc1ccccc12,1%,5%,-1%,-1%,0%,0.053,0.086,0.21,0.8,-16%,5%,33%
Nc1c(C(=O)NC2CCCC2)sc2nc(-c3cccs3)ccc12,-16%,7%,-25%,-12%,-1%,1.9,0.29,1.7,-1.5,-5.3%,15%,7%
Clc1cccc(Nc2ncnc3ccc(Br)cc23)c1,-8%,-4%,-2%,-1%,-4%,0.86,-0.11,0.48,-1.4,-3.9%,13%,41%
Cc1c(CN2CCN(c3cccc(C(F)(F)F)c3)CC2)c(=O)n(-c2ccccc2)n1C,0%,-7%,-6%,0%,-3%,2.3,-0.051,1.4,-2.2,0.8%,-1%,-3%
O=C(COc1ccccc1F)N1CCc2ccccc2C1,5%,-1%,6%,4%,0%,-0.32,-0.14,-0.21,0.54,-5.9%,3%,-2%
N#Cc1c(N)nc2c(c1-c1ccc(F)cc1)CCC2,·,0%,-2%,·,13%,1.6,-0.19,0.38,-1.3,·,1%,27%
CNc1ccccc(C(=O)/C=C/c2ccccc2OC)c1=O,0%,-2%,36%,-15%,4%,-0.44,-0.13,-0.27,0.22,-0.9%,15%,6%
Cc1nn(-c2ccccc2)c(Cl)c1/C=N/NC(=O)c1cccnc1,-3%,-8%,20%,12%,0%,0.13,-0.16,-0.12,-1.3,0.0%,-1%,2%
O=S(=O)(Nc1ncccn1)c1ccc(-n2cnnn2)cc1,5%,4%,-13%,2%,9%,0.28,-0.28,0.43,-0.54,-1.9%,4%,-9%
CCOCN(C(=O)Cn1c(CO)nc2ccccc21)c1c(C)cccc1CC,4%,-7%,-7%,0%,0%,-0.18,-0.3,0.072,0.04,-4.9%,0%,3%
CSCC[C@H](NC(=O)C(C)(C)Oc1ccc(Cl)cc1)c1nc2ccccc2[nH]1,-9%,-9%,-4%,5%,0%,0.28,-0.29,0.27,1.1,-4.0%,4%,0%
COC(=O)CNS(=O)(=O)c1ccc(C)cc1,-11%,-3%,15%,0%,2%,-0.53,-0.24,-0.18,0.092,2.0%,0%,-1%
Cc1cc2c(c(=O)o1)C(C1C=CCCC1)C(C#N)=C(N)O2 (stereo unspecified),5%,-4%,6%,6%,-6%,-0.9,-0.21,-0.27,0.94,-4.9%,2%,-5%
Cc1cccn2cc(-c3ccccc3)nc12,-2%,-3%,7%,-2%,-1%,2.1,-0.15,1.5,-0.22,-6.0%,3%,3%
CCCCCCCCCCCCCCCC[n+]1cccc(C(=O)N(CC)CC)c1,-10%,-8%,15%,-3%,-5%,-5.1*,0.44*,-2.8*,-3.2*,-1.3%,-1%,34%
COC(=O)c1cc(C(=O)CSc2nc(C)cc(C)n2)ccc1O,5%,-6%,10%,-2%,1%,-0.42,-0.25,0.19,0.076,-6.7%,-7%,-51%
CCOC(=O)COc1ccc(Br)cc1C1NC(=O)NC(C)=C1C(=O)NCc1ccccc1 (stereo unspecified),-2%,-1%,8%,2%,-3%,0.64,0.02,0.12,-2.7,-3.7%,-5%,-2%
C=CCN1c2ccccc2[C@]23C[C@@H](C(=O)OC)N(C(=O)c4ccc(Br)cc4)C2=NC(C(=O)OC)=C(C(=O)OC)[C@H]13,·,1%,-22%,·,8%,1.4,-0.74,0.63,-0.5,·,8%,22%
COc1cc2c(cc1C1NC(=S)NC(C)=C1C(N)=O)CCCC2 (stereo unspecified),·,-6%,1%,·,0%,0.5,-0.11,0.38,-1.3,-8.2%,3%,-23%

# Of the compounds above, 6 contain fluorine:
SMILES,human PMI inhibitors,LYP inhibition,P. falciparum M17LAP,PMI inhibitors,SIAH1 antagonists,Dynein transport,Dynein transport cytoplasmic EGFP,Dynein transport nuclear GR-EGFP,Dynein transport cell count,XIAP displacement,M1AAP inhibition,AID2073
N#CC(=C=[N-])C1=C(C#N)C(c2ccccc2F)C([n+]2ccccc2)C(O)(C2CC2)N1 (stereo unspecified),21%,2%,-61%,22%,-2%,0.76,-0.21,1.3,0.21,-4.9%,5%,38%
CC(=O)C1C(c2ccc(F)cc2)C2C(C)=NN=C2CC1(C)O (stereo unspecified),6%,-8%,3%,16%,-8%,-0.41,-0.24,-0.18,0.67,-5.9%,5%,8%
CN(CC1CCOCC1)C(=O)CC1C(=O)NCCN1Cc1ccc(Cl)c(F)c1 (stereo unspecified),·,-11%,16%,·,-6%,0.087,-0.29,0.16,0.24,·,1%,-4%
Cc1c(CN2CCN(c3cccc(C(F)(F)F)c3)CC2)c(=O)n(-c2ccccc2)n1C,0%,-7%,-6%,0%,-3%,2.3,-0.051,1.4,-2.2,0.8%,-1%,-3%
O=C(COc1ccccc1F)N1CCc2ccccc2C1,5%,-1%,6%,4%,0%,-0.32,-0.14,-0.21,0.54,-5.9%,3%,-2%
N#Cc1c(N)nc2c(c1-c1ccc(F)cc1)CCC2,·,0%,-2%,·,13%,1.6,-0.19,0.38,-1.3,·,1%,27%

# Bioassay records (PubChem)
